Cardiac RTF inh – cardiac RTF calcium sensitivity inhibitors, primary screen, biochemical, IANBD-TnC fluorescence, EC70 calcium; Troponin I, cardiac muscle (Homo sapiens) + Troponin T, cardiac muscle (Homo sapiens) + …; inhibition, % at 7.15 µM; IANBD-labeled cardiac RTF, Ca2+ fluorescence; hit rate 0.12% among 340,000;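 active = inhibition above the mean inhibition of all tested compounds plus 3 SD, cut at about 17% in these data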;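 also: assay run at fixed EC70 calcium of 1.6 mM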
V-ATPase pH – regulators of yeast V-ATPase proton pumping, primary screen, pHLuorin cytosolic pH fluorescence. hit rate 0.37% among 350,000. AID 504577, 2011. S. cerevisiae. response, % at 10 µM; in the data active = response mostly above about 7.3%, no sharp cut-off; inactive = mostly below about 5.4%; also: actives read high; inactives centre near 0; some compounds called inactive have numbers as strong as hits; reference of the scale not given here
OPRM1-OPRD1 ag – agonists of OPRM1-OPRD1 heterodimerization, primary screen, cell-based, luminescence; Mu-type opioid receptor (Homo sapiens) + Delta-type opioid receptor (Homo sapiens), …; cells; activation, % at 9.3 µM; hit rate 0.3% among 340,000; in the data active = activation above about 18%;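 also: 0% = vehicle-treated cells and 100% = reference agonist; values of inactives mirror those of a sister screen read the other way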
RTF Ca sens act – cardiac RTF calcium sensitivity activators, primary screen, biochemical, IANBD-TnC fluorescence, EC20 calcium; Troponin I, cardiac muscle (Homo sapiens) + Troponin T, cardiac muscle (Homo sapiens) + …; hit rate 0.24% among 340,000; AID 493008, 2010; activation, % at 7.2 µM; IANBD-labeled TnC RTF fluorescence at EC20 calcium; 0% EC20 calcium, 100% full calcium;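 active = activation above the mean over all tested compounds plus 3 SD, cut at about 30% in these data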;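 also: rise in fluorescence read as greater calcium sensitivity of cardiac thin filaments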
Keap1-Nrf2 PPI – Keap1-Nrf2 protein-protein interaction inhibitors, primary screen, biochemical, fluorescence polarization, single point; Kelch-like ECH-associated protein 1 (Homo sapiens), Q14145; AID 504523, 2011; hit rate 0.15% among 340,000; inhibition, % at 9.4 µM; Keap1 Kelch-Nrf2 peptide fluorescence polarization, 1536-well; in the data active = inhibition above about 12%; inconclusive = no clear call, values can overlap the other calls; inactive = below about 7.3%;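 also: human Keap1 Kelch domain with fluorescein labeled Nrf2 9mer peptide probe; 0% = neutral control wells and 100% = peptide positive control; higher means more block of Keap1 binding to Nrf2 peptide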
Target sequence (Q14145 whole entry, looked up, the tested form may be a part): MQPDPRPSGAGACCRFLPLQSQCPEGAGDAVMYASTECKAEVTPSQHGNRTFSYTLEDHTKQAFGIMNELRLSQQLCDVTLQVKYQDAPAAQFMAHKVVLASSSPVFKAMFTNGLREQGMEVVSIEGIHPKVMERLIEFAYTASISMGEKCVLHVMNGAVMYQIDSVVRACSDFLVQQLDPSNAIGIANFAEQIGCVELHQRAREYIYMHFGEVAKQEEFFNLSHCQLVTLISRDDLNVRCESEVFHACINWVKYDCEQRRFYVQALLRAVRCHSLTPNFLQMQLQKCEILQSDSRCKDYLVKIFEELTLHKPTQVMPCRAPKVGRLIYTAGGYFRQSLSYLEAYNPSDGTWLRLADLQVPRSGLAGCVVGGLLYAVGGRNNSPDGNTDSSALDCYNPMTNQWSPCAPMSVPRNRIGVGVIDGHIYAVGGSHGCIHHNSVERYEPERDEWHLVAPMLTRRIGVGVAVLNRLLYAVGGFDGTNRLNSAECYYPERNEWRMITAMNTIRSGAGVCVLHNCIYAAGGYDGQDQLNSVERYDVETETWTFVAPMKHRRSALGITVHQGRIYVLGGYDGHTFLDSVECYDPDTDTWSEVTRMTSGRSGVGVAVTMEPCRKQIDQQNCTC
Arr AP2 block – inhibitors of beta-arrestin/AP2 binding, primary screen, biochemical, GPCR trafficking, flow cytometry; hit rate 0.31% among 340,000; AID 504490, 2011; FITC-arrestin peptide / GST-AP2 beads; AP2 beta2 appendage carries R879A mutation; inhibition, % at 10 µM;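 active = inhibition above a set limit, near 3 SD of compounds lacking own fluorescence, cut at about 54% in these data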;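 also: plate controls were DMSO wells for no effect and 5 µM unlabelled arrestin peptide for full effect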
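Material – AP2 appendage R879A on GSH beads · Buffer or medium – PBS with 0.05% Tween 20 and 0.1% BSA · Probe or stimulus – fluorescein-tagged arrestin peptide at 50 nM final · Incubation – compound with beads 12 min RT, then probe 1 h RT · Detection – high-throughput flow cytometry of beads, ex 488, em 535 nm · Evaluation – percent response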
LANA DNA inh – inhibitors of KSHV C-LANA binding to DNA, primary screen, biochemical, fluorescence polarization, FAM-LBS DNA, MBP-C-LANA, single point | hit rate 0.078% among 340,000 | AID 504423, 2011 | inhibition, % at 9 µM | Kaposi's sarcoma herpesvirus LANA C-terminal domain (residues 932-1162) DNA binding;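 active = highest replicate inhibition at or above 60% at 9 µM, even if other replicates fall short; inactive = all replicates below 60% inhibition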;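 also: 0% = neutral control wells and 100% = 4 µM acridine orange control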
Wnt act – Wnt/beta-catenin pathway activators, primary screen, cell-based, plate reader, single point; activation, % at 9.35 µM; Wnt/beta-catenin reporter cell assay, activator; hit rate 1.2% among 300,000; in the data active = activation above about 30%, passing the limit was not always enough; inconclusive = no clear call, values can overlap the other calls;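 also: 0% = neutral control wells and 100% = positive control wells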
Pemphigus Ab inh – inhibitors of pemphigus antibody binding to DSG3, primary screen, biochemical, bead-based, flow cytometry, scFv-GFP; DSG3-coupled beads, scFv-anti-DSG3-GFP binding; stronger effect = lower value; binding (percent of control), % at 10 µM; hit rate 0.48% among 310,000;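 active = binding more than 3 SD below its plate's average and above zero; inconclusive = below that plate limit but binding exactly zero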; also: some compounds called inactive have numbers as strong as hits
MOR-DOR inv ag – inverse agonists of MOR-DOR heterodimerization, primary screen, cell-based, luminescence | cell-based MOR-DOR heterodimer luminescence, inverse agonism | inhibition, % at 9.3 µM | hit rate 0.21% among 340,000; in the data active = inhibition above about 22%, passing the limit was not always enough;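 also: 0% = cells with DMSO and 100% = wells without cells with DMSO; values of inactives mirror those of a sister screen read the other way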
Numbers without * were called inactive; ? = inconclusive; nt = not tested or not shown. This is a random part of the collection; 3.1% or so of the library scored in one or more.

Compound | OPRM1-OPRD1 ag | Pemphigus Ab inh | LANA DNA inh | MOR-DOR inv ag | Cardiac RTF inh | Keap1-Nrf2 PPI | Arr AP2 block | V-ATPase pH | RTF Ca sens act | Wnt act
CCOC(=O)c1c(C)[nH]c(C(=O)COC(=O)C2CC2C)c1C (centres undefined) | 0.8 | nt | -2.0 | -4 | -10 | -7 | 4 | 2 | -3 | 25
CCCCCCNC(=O)CC(c1ccccc1)c1cc(Br)ccc1O (centres undefined) | 3.8 | 102 | 0.2 | -16 | 5 | 2 | 2 | 0 | 0 | -1
CC(C)NC(=O)CC(c1ccccc1)c1cc(Br)ccc1O (centres undefined) | -0.4 | 100 | -0.4 | 2 | -7 | 1 | 4 | -3 | 5 | -1
CC(C)Nc1nnc(SCc2cc(=O)n3ccsc3n2)s1 | -1.2 | 105 | 1.2 | 6 | -6 | -2 | -2 | -1 | -5 | 1
CSc1ccc(Cl)c(C(=O)OCC(=O)N2CCN(C(=O)c3ccco3)CC2)c1 | 0.4 | 96 | 0.4 | -2 | 2 | -7 | 5 | -2 | 5 | 0
CCC1COCCS(=O)(=O)N1Cc1ccc(F)cc1 (centres undefined) | -2.7 | 98 | -1.1 | 15 | -6 | 0 | 23 | 5 | -6 | -2
CCc1ccc(CNC(=O)CCn2ccc3cc(S(=O)(=O)N4CCCC4)ccc32)cc1 | -1.1 | 93 | 0.8 | 5 | -1 | -6 | -11 | -4 | -1 | 0
COc1ccc(-c2cc3c(=O)n(CC(=O)NCc4cccnc4)ncn3n2)cc1 | -2.0 | 106 | -0.1 | 11 | -3 | 1 | 4 | 2 | -5 | 25
CC1=NN(C(N)=S)C(=O)C1N=Nc1ccc(C)c(Br)c1 (centres undefined) | -1.5 | 102 | 0.9 | 9 | -2 | 0 | 0 | 2 | 3 | 2
CCCS(=O)(=O)N1CCCC(C(=O)Oc2ccc(OC)cc2)C1 (centres undefined) | -0.7 | 95 | 1.7 | 4 | -16 | -2 | 24 | 6 | -6 | 0
O=C1CCCC(=O)N1c1ccc(F)cc1 | -2.3 | 92 | 1.6 | 11 | 5 | -2 | 9 | 3 | 0 | -1
O=C1N=C(c2ccccc2)S/C1=C\c1cccs1 | -5.8 | 118 | 0.4 | 34* | -5 | -9 | 6 | 1 | -17 | 7
COc1ccc(NC2=C(C(C)=O)C(c3ccc(OC)c(OC)c3)C(C(C)=O)C(C)(O)C2)cc1 (centres undefined) | -1.1 | 115 | -2.5 | 6 | -5 | -1 | 23 | 2 | 0 | 4
CCc1nnc(NS(=O)(=O)c2ccc(NC(=S)NC(=O)c3ccc(Br)cc3)cc2)s1 | -1.6 | 93 | 3.8 | 11 | 0 | -5 | 30 | 2 | -7 | 0
CCNC(=S)N(Cc1cc2cc(C)cc(C)c2[nH]c1=O)C1CCCC1 | 1.3 | 97 | 2.3 | -8 | -8 | -6 | nt | -2 | -11 | nt

Part of the list above in order of length of the SMILES, largest number first:
Compound | OPRM1-OPRD1 ag | Pemphigus Ab inh | LANA DNA inh | MOR-DOR inv ag | Cardiac RTF inh | Keap1-Nrf2 PPI | Arr AP2 block | V-ATPase pH | RTF Ca sens act | Wnt act
COc1ccc(NC2=C(C(C)=O)C(c3ccc(OC)c(OC)c3)C(C(C)=O)C(C)(O)C2)cc1 (centres undefined) | -1.1 | 115 | -2.5 | 6 | -5 | -1 | 23 | 2 | 0 | 4
CCc1nnc(NS(=O)(=O)c2ccc(NC(=S)NC(=O)c3ccc(Br)cc3)cc2)s1 | -1.6 | 93 | 3.8 | 11 | 0 | -5 | 30 | 2 | -7 | 0
CCc1ccc(CNC(=O)CCn2ccc3cc(S(=O)(=O)N4CCCC4)ccc32)cc1 | -1.1 | 93 | 0.8 | 5 | -1 | -6 | -11 | -4 | -1 | 0
CCCS(=O)(=O)N1CCCC(C(=O)Oc2ccc(OC)cc2)C1 (centres undefined) | -0.7 | 95 | 1.7 | 4 | -16 | -2 | 24 | 6 | -6 | 0
O=C1CCCC(=O)N1c1ccc(F)cc1 | -2.3 | 92 | 1.6 | 11 | 5 | -2 | 9 | 3 | 0 | -1

Part of the list above in another layout.
OPRM1-OPRD1 ag	Pemphigus Ab inh	LANA DNA inh	MOR-DOR inv ag	Cardiac RTF inh	Keap1-Nrf2 PPI	Arr AP2 block	V-ATPase pH	RTF Ca sens act	Wnt act	molecule
-2.7	98	-1.1	15	-6	0	23	5	-6	-2	CCC1COCCS(=O)(=O)N1Cc1ccc(F)cc1 (centres undefined)
-1.1	93	0.8	5	-1	-6	-11	-4	-1	0	CCc1ccc(CNC(=O)CCn2ccc3cc(S(=O)(=O)N4CCCC4)ccc32)cc1
-2.0	106	-0.1	11	-3	1	4	2	-5	25	COc1ccc(-c2cc3c(=O)n(CC(=O)NCc4cccnc4)ncn3n2)cc1
-1.5	102	0.9	9	-2	0	0	2	3	2	CC1=NN(C(N)=S)C(=O)C1N=Nc1ccc(C)c(Br)c1 (centres undefined)
-0.7	95	1.7	4	-16	-2	24	6	-6	0	CCCS(=O)(=O)N1CCCC(C(=O)Oc2ccc(OC)cc2)C1 (centres undefined)
-2.3	92	1.6	11	5	-2	9	3	0	-1	O=C1CCCC(=O)N1c1ccc(F)cc1

Continuation.
Compound | OPRM1-OPRD1 ag | Pemphigus Ab inh | LANA DNA inh | MOR-DOR inv ag | Cardiac RTF inh | Keap1-Nrf2 PPI | Arr AP2 block | V-ATPase pH | RTF Ca sens act | Wnt act
COc1ccc(-c2cc(C(=O)OCC(=O)N3CCCCC3)c3ccccc3n2)cc1OC | 1.3 | 88 | 1.1 | -6 | -11 | -6 | 10 | 5 | 0 | 13
Cc1ccc(C)c(NC(=O)c2ccc(S(=O)(=O)N(C)CC3CCCO3)cc2)c1 (centres undefined) | -1.8 | 99 | 2.6 | 10 | -1 | 1 | 21 | 0 | -4 | -3
Cc1nc2ccccc2n1CC(O)COC1CCCCC1 (centres undefined) | -2.3 | 93 | 2.0 | 12 | 7 | 1 | 0 | -4 | 1 | -4
Oc1c(Br)cc(CNC2CCCCC2)cc1Br | -0.3 | 109 | 4.7 | 2 | -6 | 0 | 6 | -4 | 1 | -1
O=C(Cc1ccccc1Cl)c1ccccc1 | -1.5 | 98 | 0.1 | 8 | 1 | -5 | 0 | -1 | -5 | 2
Cc1[nH]c(C)c(S(=O)(=O)N(C)Cc2ccccc2)c1C(=O)N1CCCCC1 | -0.7 | nt | 0.2 | 4 | -7 | -1 | 12 | 1 | -2 | 0
CC(=O)Nc1ccc(Nc2nc(-c3cc4ccccc4oc3=O)cs2)cc1 | 1.6 | 120 | 2.0 | -8 | 3 | 0 | 29 | 7 | -6 | 0
Cc1cc(NCc2ccccn2)n2ncc(-c3ccc(Cl)cc3)c2n1 | nt | 96 | -0.7 | nt | nt | 1 | 8 | 2 | nt | ?
COc1ccc(N2CCN(C(=O)c3cc(=O)c4cc(C)ccc4o3)CC2)cc1 | -1.7 | 110 | -1.2 | 8 | -6 | 4 | -12 | -4 | -5 | -3
Cc1c(OC(=O)c2ccc([N+](=O)[O-])cc2)c2c(c[n+]1C)COC(C)(C)OC2 | 2.0 | 104 | 6.1 | -12 | 2 | 0 | 9 | 2 | -1 | nt
Cc1noc(NS(=O)(=O)c2ccc(NC(=O)CSc3nc4ccccc4s3)cc2)c1C | -0.8 | 121 | 0.8 | 5 | -4 | -10 | 2 | 3 | -7 | nt

Screening data as filed in PubChem.
